From PubChem
Dynein cargo inh: blocks dynein driven cargo transport along microtubules | 3617.4 mouse cells, GR-EGFP nuclear translocation imaging; test concentration mostly 20 µM; stimulated with dexamethasone, 1 µM; stronger effect = lower value | z-score, hits read low | 220,000 compounds, 0.47% hits;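 active = plate z-score of nuclear minus cytoplasmic receptor signal below a set negative limit, without overly bright fluorescence or cell loss, cut at about -3.5 in these data, passing the limit was not always enough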;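 also: z-score of nuclear minus cytoplasmic ring GR-EGFP intensity difference per well; some compounds called inactive have numbers as strong as hits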
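Schedule: 48 h induction, then 1 h compound, then 30 min agonist, 37 °C. Buffer or medium: tetracycline-free induction medium containing charcoal-stripped FBS. Reagent: 1.0 µM final dexamethasone stimulus. Evaluation: nuclear versus cytoplasmic GR-EGFP signal, averaged per well. Signal: high-content fluorescence imaging after fixation.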
MT stabilize HCS: stabilizes microtubules in HeLa cells | 200,000 compounds, 0.83% hits | HeLa tubulin immunostaining HCS, 24 h; share of cells brighter than vehicle mean+2SD | AID 2205 | % tubulin-high responders, % at 10 µM;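 active = plate Z-score above 3 for both tubulin-high and condensed-nucleus cell shares, with cell loss under 80%, at 10 µM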;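 also: anti alpha tubulin signal scored within the nucleus-defined area of each cell; some results filed as inactive read as strong as hits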
XIAP displacement: XIAP antagonists, biochemical, IAP family, fluorescence polarization (AID 1018) | displacement, % at 20 µM, or IC50 in µM where a hit was titrated | XIAP BIR domain, fluorescence polarization peptide displacement; higher % means a stronger effect | 200,000 compounds, 0.007% hits; in the data active = displacement above about 50%; also: a part of the inactive calls stands beside numbers as strong as those of hits
Autophagy HCS: autophagy modulation, high-content screen | MEF GFP-LC3 puncta imaging; test concentration mostly 10 µM | calls only at 10 µM (by protocol) | 190,000 compounds, 0.98% hits | AID 463193;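 active = percentage of spot-positive cells more than 3 SD above its plate mean, without a fluorescence outlier flag or 80% toxicity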;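 also: spot-positive cell cutoff set from DMSO-treated cells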
bCat nuc transl: beta-catenin nuclear translocation modulation. HeLa beta-catenin nuclear translocation, immunofluorescence imaging. nuclear translocation activity, % at 5 µM. 190,000 compounds, 0.3% hits. AID 1665;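 active = nuclear translocation activity above 50% at 5 µM, with a well cell count of 50 or more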;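 also: per-cell ratio of nuclear to cytoplasmic median beta-catenin stain intensity; plate controls were DMSO negative control for no effect and GSK-3 inhibitor IX positive control for full effect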
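Assay system: human HeLa cells, native beta-catenin; doses: 5 µM primary, 0.02–20 µM confirmation; incubation: compound treatment 24 h, 37°C, 5% CO2; technique: fluorescence imaging of beta-catenin antibody stain plus DAPI; measure: % activation, nuclear-to-cytoplasmic median beta-catenin signal ratio per cell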
ER stress rescue: protection against thapsigargin-triggered cell killing – 384-well, CSM14.1, ATP luminescence, primary screen (AID 1222); one-dose cellular ATP content (survival), % at 20 µM; EC50 in µM for titrated hits; CSM14.1 thapsigargin-induced death rescue, ATP luminescence; higher % means a stronger effect; 190,000 tested, under 10 active;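 active = EC50 below 50 µM in the dose-response confirmation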;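 also: death triggered by thapsigargin at about 15 µM added after 2 h compound pretreatment; cell ATP read after overnight thapsigargin exposure of roughly 18 to 22 hours; normalized against plate controls of thapsigargin alone and 5% DMSO vehicle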
WT yeast gro inh: growth inhibition of WT yeast, mitochondrial fusion screen; inhibition, % at 10 µM; AID 1362; 190,000 compounds, 2.1% hits; mitochondrial fusion phenotypic screen, WT strain; in the data active = inhibition above about 58%; tested in S. cerevisiae
Lipid droplet: hepatic lipid droplet formation modulation; AML12 mouse hepatocytes, oleate lipid droplets, BODIPY imaging; AID 1656; inhibition, % at 6.5 µM; 240,000 compounds, 0.4% hits;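 active = lipid droplet intensity inhibited by at least 50%, with more than 500 cells counted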
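Material: mouse AML12 hepatocyte cell line, fixed after treatment; Timing: compound with oleate, overnight; Technique: high-content imaging of BODIPY-stained droplets and DAPI nuclei; Probe or stimulus: oleate, 100 µM final; Dosing: compound at 6.5 µM only.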
Insulin prom up: MIN6 insulin promoter up-regulation; z-score at 5 µM; AID 1625; MIN6 insulin promoter-GFP reporter, high-content imaging; stronger effect = higher value; 190,000 compounds, 0.3% hits;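 active = z-score above 3 at 5 µM with at least 500 cells counted in the well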
WT yeast gro inh mutant strain: also measured in WT yeast gro inh; calls as there; inhibition, %; mitochondrial fusion phenotypic screen, mutant strain inhibition
Dynein cargo inh cytoplasmic EGFP: also measured in Dynein cargo inh; calls as there; z-score; measured here: cytoplasmic GR-EGFP intensity; stronger effect = higher value
Dynein cargo inh nuclear GR-EGFP: further read-out of Dynein cargo inh, marked with its call; z-score; measured here: nuclear GR-EGFP intensity;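 lower value marks the stronger effect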
Dynein cargo inh cell count: also measured in Dynein cargo inh; calls as there; z-score; measured here: cell count per field
Insulin prom up cell count: recorded beside Insulin prom up, whose call it bears; cell count; measured here: cytotoxicity, nuclei count;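 total cells summed across four imaged fields per well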
Lipid droplet cells 6.5 µM: second read-out of Lipid droplet, no call of its own (marks repeat the call); cell count; measured here: cell count, cytotoxicity flag;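 cells counted across two imaged fields per well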
bCat nuc transl cell count 5 µM: further read-out of bCat nuc transl, marked with its call; cell count; measured here: cell count, cytotoxicity flag
MT stabilize HCS Hoechst-high %: also measured in MT stabilize HCS; calls as there; % Hoechst-high responders; measured here: nuclear condensation Hoechst responders;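 share of cells brighter than vehicle mean plus two SD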
MT stabilize HCS cytotoxicity %: second read-out of MT stabilize HCS, no call of its own (marks repeat the call); toxicity, %; measured here: cytotoxicity by cell density;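 0% = mean cell density of plate MIN control wells and 100% = no cells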
Autophagy HCS cell loss 18 h: second read-out of Autophagy HCS, no call of its own (marks repeat the call); toxicity, %; measured here: cell loss, nuclei count;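 cell loss after 18 h compound exposure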
* hit, by the source's call; i = inactive; nt = not tested or not shown; + = active, no number.

Sequence of screens: Dynein cargo inh	Dynein cargo inh cytoplasmic EGFP	Dynein cargo inh nuclear GR-EGFP	Dynein cargo inh cell count	MT stabilize HCS	MT stabilize HCS Hoechst-high %	MT stabilize HCS cytotoxicity %	XIAP displacement	Autophagy HCS	Autophagy HCS cell loss 18 h	bCat nuc transl	bCat nuc transl cell count 5 µM	ER stress rescue	WT yeast gro inh	WT yeast gro inh mutant strain	Lipid droplet	Lipid droplet cells 6.5 µM	Insulin prom up	Insulin prom up cell count
CC[N+]1(C)CC2CCC(C)(C1)C2(C)C (stereo not drawn)
→ 1.1	-0.22	0.61	-0.24	3.2	1.6	5.8	-8.1%	i	15	nt	nt	-0.9%	2	0	-25	720	nt	nt
CC1(C)CC(=O)C2=C(C1)N(CC1CCCO1)C(=O)NC2(C(F)(F)F)C(F)(F)F (stereo not drawn)
→ 0.32	-0.17	0.17	0.23	4.2	3.2	3.3	-3.7%	i	-8	0.2	1170	-0.7%	22	7	nt	nt	0.67	1286
CCOP(=O)(c1ccccc1)c1nc(-c2ccc(F)cc2)oc1N1CCCCC1 (stereo not drawn)
→ 1.2	-0.057	0.92	-0.79	3.6	3.4	6.0	-3.6%	i	4	-2.8	1184	5.3%	5	-3	nt	nt	0.4	1275
Cc1ccc(C)n1-c1ccc(N2CCOCC2)c(Br)c1
→ -0.82	-0.23	-0.29	0.68	2.0	1.2	9.5	-6.3%	i	0	nt	nt	-1.4%	0	2	14	748	0.04	910
CSc1cccc(NC(=O)CCCOc2ccc(Cl)cc2C)c1
→ 0.42	-0.22	0.52	-0.64	6.6	2.1	1.2	-3.2%	i	20	-5.3	1106	-0.3%	35	6	16	715	-0.24	1531
CCOC(=O)NS(=O)(=O)c1ccc(CCNC(=O)c2cc(C)on2)cc1
→ -0.19	-0.28	-0.19	0.0087	1.9	3.2	6.1	-3.1%	i	5	-2.8	568	1.8%	-10	-17	4	708	-0.12	1237
CCN(CC)CCNC(=S)Nc1ccc(F)cc1
→ -0.15	-0.25	0.53	-0.99	2.1	2.3	1.1	-0.7%	+	-0.6*	1.5	905	-1.5%	7	6	-10	660	0.61	1476
Nc1nc2ccccc2n1C(=O)CCc1ccccc1
→ 0.83	-0.23	0.57	1	11	5.3	0.4	0.9%	i	6	nt	nt	nt	28	19	-5	650	-0.02	1187
Cc1cc(C(=O)C(=O)N(C)C)c(C)n1-c1ccc([N+](=O)[O-])cc1
→ -0.52	-0.12	-0.44	0.039	4.6	2.3	4.4	-18%	i	16	1.6	1124	-0.7%	-12	-5	-4	679	0.05	1936
COc1ccccc1/C=C/C(C)=O
→ -0.97	-0.26	-0.8	0.89	3.4	2.6	2.1	-5.1%	i	7	nt	nt	-1.9%	-2	25	0	723	0.13	1204
Cn1c(CO)c(-c2ccccc2)c2cc([N+](=O)[O-])ccc21
→ -0.15	0.1	0.12	1.1	3.3	1.4	2.2	-5.2%	i	-1	2.6	1131	1.1%	11	6	-24	747	0.42	1328
O=C1C2C(c3ccccc3)C=CC(c3ccccc3)C2C(=O)N1c1ccncc1 (stereo not drawn)
→ 3.9	0.22	1.2	-3.3	2.4	1.2	2.3	-3.2%	i	-1	nt	nt	-1.3%	-7	2	nt	nt	nt	nt
Cc1ccccc1N=C(NOCc1ccccc1)c1nonc1N
→ -0.67	-0.23	-0.81	0.11	2.8	2.1	11	-3.4%	i	-1	-0.7	1127	-2.1%	32	-7	29	755	nt	nt
CC1(C)CC(NCCN2CCN(C3=CC(=C(C#N)C#N)CC(C)(C)C3)CC2)=CC(=C(C#N)C#N)C1
→ 0.45	-0.27	1.1	0.1	3.8	3.2	1.7	-7.4%	i	18	-2.0	1099	2.0%	-8	-3	-2	717	-2.5	1172
Cc1ccccc1NC(=O)Cc1nnc(SCC(=O)N2CCN(c3ccccc3)CC2)n1C
→ 1.2	-0.17	0.95	-0.94	3.4	0.4	21	-4.2%	i	-5	-0.6	1105	-0.7%	8	11	26	693	-0.66	1975
CC(C)(C)c1ccc(CCC2OCC(C[N+]3(C)CCOCC3)O2)cc1 (stereo not drawn)
→ -0.45	-0.034	-0.2	-0.14	nt	nt	nt	nt	nt	nt	0.7	1249	nt	nt	nt	18	756	-0.4	1036
Cc1ccc(Sc2c(C)nn(C(=O)c3cccc(S(=O)(=O)N4CCOCC4)c3)c2C)cc1
→ 1.4	-0.11	0.7	-0.73	1.4	1.6	9.2	-0.2%	i	0	3.0	1045	2.4%	28	18	-7	754	0.19	835
O=S(=O)(c1ccc(Br)s1)n1cccn1
→ 0.56	-0.21	0.52	-0.49	2.6	1.4	5.1	0.0%	i	5	-0.3	960	1.0%	-3	11	nt	nt	0.21	1566
OC(CN1CCN(c2ccccn2)CC1)Cn1c2ccc(Cl)cc2c2cc(Cl)ccc21 (stereo not drawn)
→ 0.39	0.35	0.45	-0.33	2.2	0.7	7.7	-8.5%	i	-6	nt	nt	1.7%	10	-11	-3	760	-0.03	993
Cc1nn(-c2ccc(Cl)cc2)c2sc(C(=O)N3CCN(c4ccccn4)CC3)cc12
→ -0.66	-0.21	-0.066	0.59	3.1	2.1	5.3	0.0%	i	5	0.5	994	-0.8%	-1	37	14	642	0.28	1849
Cc1cccc(NC(=O)NNC(=O)c2c(Cl)c(C)nn2C)c1
→ -0.34	-0.28	-0.41	0.38	4.4	3.1	3.5	62%	i	-1	nt	nt	-3.4%	-13	6	0	728	0.38	1275
CC(=O)Nc1sc(NC(=O)c2ccccc2)nc1-c1cccs1
→ -0.91	-0.22	-0.034	1.1	1.9	2.5	8.7	-3.5%	i	9	nt	nt	1.0%	9	1	nt	nt	nt	nt
CCN(CC)c1ccc(/C=N/N2C(=O)c3ccccc3C2=O)c(O)c1
→ 3.1	-0.067	1.5	-2.1	4.0	3.1	9.0	-5.9%	i	6	-3.9	580	-4.5%	-8	-33	4	693	1	1164
CC(NC(=O)C1CCN(S(=O)(=O)c2cnc[nH]2)CC1)c1ccccc1 (stereo not drawn)
→ 0.44	-0.17	1.3	-0.83	2.2	2.7	6.9	-5.1%	i	-13	-2.5	573	-1.0%	-8	-14	nt	nt	0.11	1324
CC(NC(=O)COC(=O)c1ccco1)c1ccccc1 (stereo not drawn)
→ 2.6	-0.18	1.9	-1.6	2.4	2.0	7.3	-2.4%	i	-7	-0.3	1183	-2.9%	-16	-16	1	788	0.28	940
Cc1ccccc1-c1cc(C(=O)Nc2sc(C)c(C)c2C(N)=O)c2ccccc2n1
→ -0.81	-0.24	-0.24	1.3	2.2	1.1	3.8	-6.1%	i	0	2.9	1021	1.2%	nt	nt	0	753	0.44	793
CCN(CC)S(=O)(=O)c1ccc(-c2nnc(SCC(=O)N3c4ccccc4CC3C)n2CC)cc1 (stereo not drawn)
→ -0.61	-0.21	-0.051	0.76	1.1	2.8	7.5	-0.8%	i	6	-0.7	1137	1.5%	0	-3	0	722	0.07	1460
Cn1nc(C(=O)N2CCc3ccccc3C2)c2ccccc2c1=O
→ 0.16	-0.46	-0.028	0.58	1.4	1.2	19	-25%	i	-2	-2.7	1084	-0.4%	-2	2	6	796	2	779
COc1ccc(C(=O)NNC(=O)Cn2nnc(-c3ccc(OC)c(OC)c3)n2)cc1
→ -0.35	-0.32	0.021	-0.074	1.5	1.7	7.8	-2.4%	i	-13	1.3	1053	-0.2%	-4	-7	15	662	-0.02	1490
Cc1nn(-c2ccccc2)c(=S)c2ccccc12
→ -0.02	-0.29	-0.35	0.037	3.0	4.4	7.7	30%	i	-5	nt	nt	-3.0%	-12	-6	-1	654	-0.14	1035

Outcome played no part in choosing rows; 4% or so of the library scored in one or more.
